CTSL1 counter: blocks F. hepatica cathepsin L1 in PFM18AAP counter-screen | inhibition, % at 5.96 µM | recombinant F. hepatica cathepsin L1, Z-Leu-Arg-MCA fluorescence | AID 1906 | 0.49% of 300,000 active;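 active = inhibition above the mean of all tested compounds plus 3 SD, set per screening campaign, cut at about 17% in these data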;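 also: 0% = plate median of test compound wells and 100% = 1 µM Z-Phe-Ala-diazomethylketone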
PP1 counter: PP1-alpha (human) inhibition in PP5 counter-screen | purified PP1alpha, OMFP fluorescence | inhibition, % at 6.7 µM | 0.9% of 320,000 active | AID 2235;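 active = inhibition above the mean inhibition of all tested compounds plus 3 SD, computed separately for each screening campaign, cut at about 15% in these data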
Target sequence (P62136 whole entry, looked up): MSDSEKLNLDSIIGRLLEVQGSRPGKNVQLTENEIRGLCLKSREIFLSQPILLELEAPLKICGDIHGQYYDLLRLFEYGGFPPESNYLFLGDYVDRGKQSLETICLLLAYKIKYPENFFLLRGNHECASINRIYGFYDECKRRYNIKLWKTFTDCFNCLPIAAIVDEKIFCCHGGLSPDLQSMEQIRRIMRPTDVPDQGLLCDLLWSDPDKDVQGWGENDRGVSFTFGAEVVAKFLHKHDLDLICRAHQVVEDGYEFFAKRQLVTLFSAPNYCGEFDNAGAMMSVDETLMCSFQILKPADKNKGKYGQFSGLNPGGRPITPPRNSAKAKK
EBNA-1 inh: blocks EBNA-1 binding to DNA; EBNA-1 DNA binding, fluorescence polarization; inhibition, % at 14.8 µM; 0.34% of 300,000 active; AID 1950; in the data active = inhibition above about 28%
PP5 inh: PP5 (human) phosphatase inhibition; P53041; 0.18% of 320,000 active; purified PP5c, OMFP substrate fluorescence; inhibition, % at 6.7 µM;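 active = inhibition above the campaign's mean inhibition across all tested compounds plus 3 SD, cut at about 9.5% in these data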;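 also: 0% = DMSO only and 100% = 100 µM cantharidin control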
JMJD2C inh: human JMJD2C demethylase inhibition | Q9H3R0 | GST-JMJD2C(1-420) H3K9me3 demethylation, DELFIA europium | inhibition, % at 2.35 µM | 0.069% of 330,000 active | AID 2099;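 active = more than half of a compound's replicate wells show inhibition beyond 50%, single wells judged on their own value; inconclusive = some, but no more than half, of replicates pass 50% inhibition; inactive = no replicate passes 50% inhibition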;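 also: signal counts dimethyl H3K9 product captured on neutravidin plate; 0% = median of DMSO wells and 100% = 0.3 times that DMSO median; strong numbers were not always called active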
Target sequence (Q9H3R0 1-420 limits assumed): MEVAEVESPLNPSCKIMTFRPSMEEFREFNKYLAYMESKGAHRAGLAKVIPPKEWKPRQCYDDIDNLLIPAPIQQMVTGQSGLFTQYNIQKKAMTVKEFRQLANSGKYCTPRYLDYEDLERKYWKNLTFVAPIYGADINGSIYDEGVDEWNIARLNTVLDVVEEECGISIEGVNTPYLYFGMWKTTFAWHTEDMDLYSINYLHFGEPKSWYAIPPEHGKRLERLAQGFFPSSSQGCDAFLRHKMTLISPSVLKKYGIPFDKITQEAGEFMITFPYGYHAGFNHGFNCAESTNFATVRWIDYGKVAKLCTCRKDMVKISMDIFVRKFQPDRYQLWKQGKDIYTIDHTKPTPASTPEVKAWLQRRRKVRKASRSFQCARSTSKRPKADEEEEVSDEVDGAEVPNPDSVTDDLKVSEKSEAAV
HCV core dimer: HCV core protein dimerization inhibition; 0.33% of 300,000 active; inhibition, % at 5 µM; TR-FRET GST/Flag-core106 dimerization, 1536-well;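 active = inhibition above the mean of all tested compounds plus 3 SD, set per screening campaign, cut at about 45% in these data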
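assay system = GST-tagged and Flag-tagged HCV core protein residues 1-106 | controls = unlabelled core106 and no-GST-core106 wells | incubation = compound-protein-antibody incubation 4 h at 22.5 °C | probe or stimulus = Eu donor and XL665 acceptor anti-tag antibodies | read-out = % inhibition based on acceptor/donor emission ratio | signal = TR-FRET 671 and 617 nm emission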
ZTA DNA inh: ZTA (EBV) inhibition in EBNA-1 counter-screen. P03206. ZTA-DNA binding, fluorescence polarization. inhibition, % at 11 µM. 0.15% of 320,000 active; in the data active = inhibition above about 33%
Target sequence (P03206 whole entry, looked up): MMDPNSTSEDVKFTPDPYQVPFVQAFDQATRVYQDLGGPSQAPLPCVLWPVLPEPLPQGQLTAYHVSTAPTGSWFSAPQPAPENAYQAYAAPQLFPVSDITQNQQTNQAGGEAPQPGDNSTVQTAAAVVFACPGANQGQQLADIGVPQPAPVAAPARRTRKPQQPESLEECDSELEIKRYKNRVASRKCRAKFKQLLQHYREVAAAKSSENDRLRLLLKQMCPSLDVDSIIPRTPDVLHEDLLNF
CR mimetic SO: yeast age-related superoxide inhibition as caloric restriction mimetic | S. cerevisiae aged cells, superoxide DHE fluorescence; active compounds read low | superoxide response (% of plate mean), % at 10 µM | 0.18% of 330,000 active;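 active = superoxide response under a set limit, about three screen SD below normal, cut at about 65% in these data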;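 also: yeast aged for seven days with compound at 30 °C before DHE staining; 100% = average MFI of all compound-treated wells on the plate with controls excluded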
TPT1 inhibitor: blocks Candida albicans tRNA 2'-phosphotransferase; recombinant caTPT1, FP RNA substrate dephosphorylation; inhibition, % at 5 µM; 0.81% of 300,000 active; AID 1962;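 active = inhibition above the mean of all tested compounds plus 3 SD, set per screening campaign, cut at about 24% in these data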;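 also: plate controls were DMSO alone for no effect and ferristatin control at 100 nM for full effect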
* hit, by the source's call; ? = inconclusive; . = no result given; + = active, no number.

Under each structure: CTSL1 counter	PP1 counter	EBNA-1 inh	PP5 inh	JMJD2C inh	HCV core dimer	ZTA DNA inh	CR mimetic SO	TPT1 inhibitor
(1) CC(=O)N1CCN(C(=S)NCc2ccccc2)CC1
    0	0	1	-1.9	4	2	9	102	0
(2) Cc1onc(-c2c(Cl)cccc2Cl)c1C(=O)N=C(N)N1CC(C)OC(C)C1 (configuration not stated)
    -1	-2	2	-1.0	-1	0	1	108	0
(3) Cc1ccccc1NC(=O)CSc1nc(O)cc(=O)n1C
    1	-1	6	-0.1	6	1	-1	87	5
(4) COc1ccc(CCN(C)CCC(=O)Nc2c(C)cc(C)cc2C)cc1OC
    -1	-2	1	-1.0	2	-6	7	119	2
(5) C/C(=N\NC(=O)c1cccc(O)c1)c1ccc(NC(=O)Cc2ccccc2)cc1
    -2	-7	3	3.9	-4	-4	1	101	0
(6) CC(=O)N(C)c1ccc(NC(=O)C(c2ccccc2)c2ccccc2)cc1
    0	-2	-12	1.5	-10	-1	-8	96	2
(7) O=C(CCSc1ccc(Br)cc1)Nc1cccnc1
    -2	-5	5	3.8	21	-13	-13	85	-1
(8) CC(=O)Nc1ccc(S(=O)(=O)NCC2CCC(C(=O)NCCc3ccccc3)CC2)cc1 (configuration not stated)
    -1	1	9	-0.3	48	4	4	103	-2
(9) Nc1cc(-c2ccc(Cl)cc2)nn1S(=O)(=O)c1ccccc1
    -5	-1	6	-4.3	3	5	-11	115	-2
(10) O=C(COc1ccccc1)N=C1SC2CS(=O)(=O)CC2N1Cc1ccccc1 (configuration not stated)
    -6	-2	+	1.3	.	-1	-15	96	-1
(11) Cc1ccc(C(=O)Nc2nnc(-c3ccc(C(C)(C)C)cc3)s2)cc1
    -3	1	-7	0.8	-63	-5	3	104	-5
(12) CN(C)S(=O)(=O)c1ccc(C(=O)NC(=O)CSc2ccccc2)cc1
    0	3	-3	0.9	5	-4	-13	101	-2
(13) COc1ccc(CCNC(=O)CNC(=O)c2ccc(Br)o2)cc1OC
    -1	-1	-2	-1.3	-4	-1	1	97	-1
(14) CC(c1ccon1)N(C)Cc1c(C(=O)N(C)Cc2ccccc2)nc2ccccn12 (configuration not stated)
    -1	-2	-12	4.4	-9	1	-6	87	4
(15) COC(=O)c1ccc(S(=O)(=O)N2Cc3ccccc3C2)cc1
    2	-1	3	-0.5	-7	-1	-21	105	-8
(16) CCOC(=O)c1c(C)oc2cc(Cl)c(O)c(CN(C)C)c12
    -1	-3	-11	1.0	1	-4	-1	82	6
(17) CCc1nc(SCC(=O)N2CCc3cc(OC)c(OC)cc3C2)c(C#N)cc1C
    3	1	-18	3.1	-7	13	3	109	1
(18) C=CCn1c(=NC(=O)c2ccccc2[N+](=O)[O-])sc2cc(S(C)(=O)=O)ccc21
    1	6	5	1.1	1	6	7	106	0
(19) COc1ccc(OC)c(S(=O)(=O)Nc2cnc3ccccc3c2)c1
    0	-4	6	-2.9	9	-1	7	97	1
(20) Cc1cc(Nc2ccccc2Br)n2nc(C)nc2n1
    -3	-3	3	2.8	-1	-2	-6	94	0
(21) Cn1c(CNC(=O)c2cccs2)nnc1SCC(=O)Nc1ccccc1
    0	5	-5	-5.3	22	-8	-15	107	-6
(22) Cc1cccc(N2C(=S)NC3c4cc(Cl)ccc4OC2(C)C3C(=O)N(C)C)c1 (configuration not stated)
    1	-3	-13	1.0	3	-2	3	107	0
(23) CCc1nnc(NC(=O)CN2CCN(Cc3ccc(C)cc3)CC2)s1
    -4	-3	-10	-0.1	-13	8	0	102	-3
(24) O=C(CN1CCCCCC1)Nc1ccccc1F
    -1	0	-7	4.0	0	-3	-13	94	-5
(25) CC(C)C1/C(=N/O)CC(c2ccccc2)NC1c1ccccc1 (configuration not stated)
    0	-4	-1	1.3	1	1	-14	82	2
(26) Cc1c(NC(=O)CSc2ccc3c(c2)OCCO3)c(=O)n(-c2ccccc2)n1C
    0	-1	-9	2.5	0	-3	6	106	-3
(27) CCCn1c(N)cc(=O)n(C)c1=O
    0	-1	3	2.8	-3	-5	-4	113	-4
(28) Cc1c(CCC(=O)N2CCC(C(=O)O)CC2)c(=O)oc2cc3oc4c(c3cc12)CCCC4
    7	-3	-4	2.1	?	4	3	83	-2
(29) Cc1cc(C)nc(NC(C)(C)C(=O)O)n1
    -2	-7	-11	-1.2	0	-2	-14	101	-2
(30) COc1ccc(-c2cc(C(=O)NC(Cc3cc4ccccc4[nH]3)C(=O)O)c(C)o2)cc1OC (configuration not stated)
    0	-1	-1	2.2	-15	4	2	95	0
(31) CCN(CC(=O)Nc1cccc(F)c1)CC(=O)Nc1ccccc1OC
    -1	5	1	-1.5	-7	-1	15	103	1
(32) COc1cc(N2CN=c3s/c(=C\c4ccccn4)c(=O)n3C2)cc(OC)c1OC
    2	-1	0	1.3	11	-3	-1	81	-2
(33) Cc1cc(Oc2ccc(C(C)(C)C)cc2)nc(N2CCOCC2)n1
    -4	-2	-7	4.2	4	-12	0	107	-2
(34) COc1ccc(-c2nn(-c3ccccc3)cc2C(=O)N/N=C/c2ccc([N+](=O)[O-])o2)cc1
    -1	-1	2	0.6	1	27	10	113	-3
(35) O=C(N/N=C/C=C\c1ccc([N+](=O)[O-])cc1)c1cccnc1
    7	-2	-7	1.0	4	-4	-3	106	0
(36) O=C(c1cccc2ccccc12)N1CCN(c2ccc([N+](=O)[O-])c(N3CCOCC3)c2)CC1
    0	2	1	1.7	8	10	-6	105	-2
(37) Cc1csc(NC(=O)CSc2nnc(NC(=O)C3CC(=O)N(c4ccccc4)C3)s2)n1 (configuration not stated)
    -17	-1	-8	0.9	-10	8	9	91	-4
(38) CCC1CCCCN1C(=O)c1ccc(OC2CCN(C(=O)C3CC3)CC2)cc1 (configuration not stated)
    0	1	2	0.2	-3	4	2	102	-2
(39) Nc1nsnc1C(=O)NCCO
    0	5	-2	3.4	-3	-3	0	123	-2
(40) COc1ccc(NC(C)=O)cc1NS(=O)(=O)c1ccc2c(c1)OCCO2
    .	0	.	-0.5	13	.	10	101	.
(41) COc1ccc(C(=O)N2CCN(C)C(=O)[C@@H]2C)cc1OC1CCN(C(C)=O)CC1
    2	-6	1	0.5	2	-2	8	110	-1
(42) COC(=O)c1cc(OC)c(OC)c(OC)c1N
    -2	3	0	1.4	5	0	-7	106	1
(43) O=C(O)c1cc(NS(=O)(=O)c2ccc(NC3CCCCC3)c([N+](=O)[O-])c2)cc(C(=O)O)c1
    4	-1	-6	-1.1	-7	0	-4	90	2
(44) COC(=O)C1CCN(C(=O)Cc2ccccc2OC)CC1
    1	-1	-17	-0.9	9	0	-1	97	3
(45) O=[N+]([O-])c1ccc(N/N=C/c2c[nH]c3ccccc23)c(S(=O)(=O)Nc2ccc(Cl)cc2)c1
    3	1	-21	1.0	-8	12	-5	110	36*
(46) O=C1CC(Cc2ccc(Cl)cc2)C(=O)N1c1ccncc1 (configuration not stated)
    5	1	-13	-0.6	6	5	-5	103	0
(47) O=C(Nc1cccc(C(=O)O)c1)/C(=C/c1ccccc1)NC(=O)c1cccc(Br)c1
    -4	-3	0	1.8	5	3	-10	98	0
(48) O=C(c1ccc(NC2=NC3CS(=O)(=O)CC3S2)cc1)N1CCN(c2ccc([N+](=O)[O-])cc2)CC1 (configuration not stated)
    3	-5	-18	2.5	0	0	-21	100	1
(49) Cc1cccc(-c2nnc(NC(=O)c3ccco3)s2)c1
    4	2	-6	2.7	0	0	-9	109	1
(50) Cc1ccc(CNCCCSc2nc(C)cc(C)n2)cc1
    1	1	-8	3.1	19	-11	-11	96	-4
(51) Cc1ccc(-n2nc3c(=O)n(CC(=O)NC4CCCCCC4)nc(C)c3c2C)cc1
    3	0	1	2.9	-14	8	-2	91	-2
(52) CC1CCN(C(=O)N[C@@H](Cc2ccccc2)C(=O)O)CC1
    -2	-4	-15	3.4	-4	0	3	98	-2
(53) CC(c1nccs1)N(C)C(=O)c1cn(Cc2cccc3ccccc23)nn1 (configuration not stated)
    -1	-3	-15	-3.9	-30	-2	-9	111	-1
(54) Cc1ccccc1N1CCN(C2CCCN(C(=O)CCC(F)(F)F)C2)CC1 (configuration not stated)
    3	-3	7	-1.9	33	12	4	113	0
(55) CCN1CCN(CCCNC(=O)c2cc3c(=O)[nH]c4ccccc4c3s2)CC1
    3	0	9	1.7	1	2	-1	90	-3
(56) C/C=C/c1ccc(OCCN2C(=O)NC(C)(C)C2=O)c(OC)c1
    -1	-4	-5	0.9	16	-1	-5	117	-1
(57) Cc1ccc(/C=N/NC(=O)C(NC(=O)c2ccccc2)c2n[nH]c(=O)c3ccccc23)cc1 (configuration not stated)
    0	1	-4	4.3	-4	11	-8	106	0
(58) Cc1cc(C)c(C)c(S(=O)(=O)N2CCC(C(=O)N3CC(C)CC(C)C3)CC2)c1C (configuration not stated)
    4	-3	6	2.2	22	3	-8	89	-4
(59) Cc1onc(-c2c(Cl)cccc2Cl)c1/C(N)=N/OC(=O)C1CC1
    -42	-16	-8	1.6	-1	1	7	115	2
(60) Cc1cc(NC(=O)/C=C/C(=O)N(CC(=O)NC2CCCC2)c2cccc3ccccc23)no1
    0	-1	2	1.5	12	7	-1	94	-1

Carrying on:
Under each structure: CTSL1 counter	PP1 counter	EBNA-1 inh	PP5 inh	JMJD2C inh	HCV core dimer	ZTA DNA inh	CR mimetic SO	TPT1 inhibitor
(61) Cc1cc(C)c(C)c(OCCOCCN2CCN(C)CC2)c1
    -3	-2	-16	5.0	6	-3	0	108	1
(62) CC#CC(=O)N1CCC(C(=O)Nc2ccc(Oc3ccccc3)nc2)CC1
    1	2	-8	-1.2	2	-4	1	102	0
(63) Cc1cc(C)c2c3c(oc2n1)C(=O)N(c1cccc(Cl)c1)CC(=O)N3
    1	-4	-8	-2.0	-4	4	1	95	0
(64) CCOC(=O)c1[nH]c(C)c(C(=O)N2CCN(c3ccccc3OC)CC2)c1C
    3	2	-1	0.1	-1	10	20	110	2
(65) c1coc(CNC2C3CC4CC(C3)CC2C4)c1 (configuration not stated)
    11	-3	5	2.7	5	3	-21	104	0
(66) CC(CCc1ccccc1)NC(=O)CN1CCOc2ccccc21 (configuration not stated)
    -2	-2	1	3.5	-8	-3	-9	103	-2
(67) CC1=C(C(=O)Nc2ccccc2)C(c2ccccc2)N2C(=O)CSC2=N1 (configuration not stated)
    -1	-1	-3	3.3	37	-2	-3	96	-1
(68) CCc1noc(C)c1C(=O)N1CCN(S(=O)(=O)c2cc(C)ccc2C)CC1
    -6	-1	-11	3.5	-3	-1	-5	103	1
(69) CCOC(=O)c1ccc(NC(=O)NCc2ccccc2OC)cc1
    -7	1	-2	-0.5	6	2	5	92	1
(70) Cc1cc(NC(=O)COC(=O)c2ccccc2S(=O)(=O)N(C)c2ccccc2)no1
    -19	6	2	-1.1	-27	-1	1	106	0
(71) Cc1ccc(SCc2ccc(C(=O)Nc3nccs3)o2)cc1
    1	1	6	1.4	5	-2	-11	107	-2
(72) CC1(C)C2CCC1(CS(=O)(=O)NCc1ccc(S(N)(=O)=O)cc1)C(=O)C2 (configuration not stated)
    -4	0	-7	2.6	5	-9	-25	107	-1
(73) COc1cc(/C=N/NC(=S)Nc2cccc(C(=O)O)c2)ccc1O
    4	2	8	2.3	-7	-14	11	98	1
(74) CCCCOc1nc(N2CCOCC2)nc(C)c1[N+](=O)[O-]
    18*	-3	-2	5.5	5	-8	-2	106	-1
(75) c1ccc2c(c1)CCN(c1nc3ccccc3n3cnnc13)C2
    4	2	1	1.3	12	1	2	105	3

Marked active in EBNA-1 inh (from the list above):
item | SMILES | EBNA-1 inh | PP5 inh | JMJD2C inh | HCV core dimer | TPT1 inhibitor
10 | O=C(COc1ccccc1)N=C1SC2CS(=O)(=O)CC2N1Cc1ccccc1 (configuration not stated) | + | 1.3 | . | -1 | -1
